TLR9-MyD88 inh: inhibitors of human TLR9-MyD88 binding; Q9NR96+Q99836; CHO BLA complementation TLR9-MyD88, CCF4 FRET ratio; inhibition, % at 4.98 µM; 340,000 compounds, 0.21% hits; AID 504734;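 active = inhibition above the mean over all tested compounds plus 3 SD, cut at about 21% in these data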;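 also: 0% = DMSO only wells and 100% = clavulanate BLA inhibitor control wells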
MC4R barr agon: activates human MC4R beta-arrestin recruitment; U2OS MC4R beta-arrestin complementation, luminescence; percent of melanotan II response, DMSO zero; activation, % at 8.9 µM; 360,000 compounds, 0.98% hits; AID 540308; P32245;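 active = activation above a per-plate cutoff, the mean activation of sample wells on that plate plus 3 SD, cut at about 8% in these data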
ABCB6 inh 2: inhibitors of human ABC transporter ABCB6 | fluorescence ratio to DMSO, % at 10 µM | AID 602162 | K562-ABCB6 porphyrin accumulation, flow cytometry, 1 h; hits give low values | 360,000 compounds, 0.19% hits;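 active = fluorescence ratio to DMSO below 75%, the collection mean minus 3 SD; inconclusive = too few cells collected in the well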;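 also: signal is porphyrin accumulated inside mitochondria; 100% equals median channel fluorescence of DMSO control wells; lower ratio means ABCB6 inhibition with less porphyrin fluorescence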
Vif imaging: blocks HIV Vif function; inhibition, % at 7.49 µM; 340,000 compounds, 0.35% hits; HEK293T cells, Vif self-association by quenched fluorescence, imaging, 24 h; AID 602346; in the data active = inhibition above about 50%, passing the limit was not always enough; inconclusive = no clear call, values can overlap the other calls; inactive = below about 31%; also: some results filed as inactive read as strong as hits
N-glyco inh: N-linked glycosylation inhibition | 360,000 compounds, 0.23% hits | AID 588692 | reporter increase, % at 12.5 µM | D54 ERlucT glycosylation luciferase reporter, 24 h; percent of 100 nM tunicamycin response;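 active = mean luciferase reporter signal, scaled so untreated is 0 and the glycosylation-blocking control 100, at or above a set limit in every replicate; inconclusive = mean reaches the limit but not every replicate does; inactive = mean below the limit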;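 also: luciferase carries N-glycosylation sites so blocking glycosylation raises the light; 0% = median of neutral control wells and 100% = median of 100 nM tunicamycin wells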
aDG glyco act: alpha-DG glycosylation activation; Pro5-aDG cells, alpha-DG glycosylation AlphaScreen (IIH6); 0% Pro5, 100% B10-LARGE cell signal; activation, % at 10 µM; 360,000 compounds, 0.22% hits; AID 624168;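 active = activation of at least 8% versus controls, or a plate z-score of at least 8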;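 also: Pro5 are CHO cells carrying HIG-tagged alpha-DG that lacks glycosylation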
NOD2-RIPK2 inh: blocks binding of human NOD2 to RIPK2; inhibition, % at 4.98 µM; 360,000 compounds, 0.38% hits; CHO BLA complementation NOD2-RIPK2, CCF4 ratio; O43353; in the data active = inhibition above about 21%;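 also: 0% = vehicle only and 100% = reference blocker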
ABHD5-PLIN5 inh: blocks binding of human ABHD5 to perilipin-5 | 360,000 compounds, 0.78% hits | inhibition, % at 4 µM | Split G. princeps luciferase complementation, luminescence, 4 h | AID 602281 | Q00G26+Q8WTS1;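 active = inhibition above the mean inhibition across every tested compound plus 3 SD, cut at about 22% in these data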;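 also: 0% = DMSO only wells and the 100% control is not disclosed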
Target sequence (Q00G26 whole entry, looked up): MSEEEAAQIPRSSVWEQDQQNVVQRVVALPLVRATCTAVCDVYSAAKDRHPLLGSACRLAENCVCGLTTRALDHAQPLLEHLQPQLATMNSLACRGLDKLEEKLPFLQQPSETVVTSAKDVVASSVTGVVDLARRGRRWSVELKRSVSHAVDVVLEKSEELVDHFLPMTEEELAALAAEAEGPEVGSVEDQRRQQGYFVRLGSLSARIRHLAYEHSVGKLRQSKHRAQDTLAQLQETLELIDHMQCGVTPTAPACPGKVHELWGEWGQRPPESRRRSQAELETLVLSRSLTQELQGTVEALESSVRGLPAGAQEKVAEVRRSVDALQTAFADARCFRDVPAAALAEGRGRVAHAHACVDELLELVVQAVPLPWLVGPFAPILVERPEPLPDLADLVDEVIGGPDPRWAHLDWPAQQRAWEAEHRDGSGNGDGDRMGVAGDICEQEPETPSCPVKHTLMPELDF
Target sequence (Q8WTS1 whole entry, looked up): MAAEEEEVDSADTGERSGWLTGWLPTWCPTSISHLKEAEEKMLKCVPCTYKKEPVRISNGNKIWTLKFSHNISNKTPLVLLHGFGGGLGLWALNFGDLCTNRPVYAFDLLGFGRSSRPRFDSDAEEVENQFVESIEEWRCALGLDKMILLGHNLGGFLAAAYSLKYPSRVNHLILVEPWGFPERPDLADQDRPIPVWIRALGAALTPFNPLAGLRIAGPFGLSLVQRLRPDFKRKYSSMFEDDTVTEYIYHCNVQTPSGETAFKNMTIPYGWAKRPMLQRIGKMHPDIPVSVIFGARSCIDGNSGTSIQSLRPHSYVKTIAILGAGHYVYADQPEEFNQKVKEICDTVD
Granule exo inh: lytic granule exocytosis inhibition. TALL-104 LAMP-1 surface exposure, flow cytometry; cells stimulated with thapsigargin and PMA. inhibition, % at 10 µM. 360,000 compounds, 0.66% hits. AID 651702;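 active = inhibition above about 55%, limit read from the data; inconclusive = no clear call, values can overlap the other calls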
MC4R antag cAMP: blocks human MC4R cAMP signaling; MC4R-expressing cells, MTII-stimulated cAMP, LANCE TR-FRET; P32245; 360,000 compounds, 0.48% hits; inhibition, % at 6.5 µM;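 active = inhibition above its plate's cutoff, the mean of tested wells on that plate plus 3 SD, cut at about 29% in these data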;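 also: 0% = Melanotan II alone and 100% = Melanotan II plus saturating MCL0020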
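System: U2OS-MC4R stable cell line; Technique: Eu-cAMP/anti-cAMP TR-FRET, emission 671 nm; Repeats: single well per compound; Also added: Melanotan II; Dosing: one concentration, 6.5 µM nominal; Schedule: 30-min compound, 1-h challenge, 1-h detection, room temperature.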
Active calls of the source: *; ? = inconclusive; . = not tested or not shown. This is a subset, so the mix of outcomes need not match the whole.

Compound	TLR9-MyD88 inh	MC4R barr agon	ABCB6 inh 2	Vif imaging	N-glyco inh	aDG glyco act	NOD2-RIPK2 inh	ABHD5-PLIN5 inh	Granule exo inh	MC4R antag cAMP
CCOC(=O)c1sc(=S)n(C)c1NC(=O)c1ccccc1Cl	-1.7	1.4	99.0	3.1	1.3	0.1	-3.4	2.0	3.3	10.2
Cc1sc2nc(C3CC3)nc(N3CCN(C(=O)c4ccccc4F)CC3)c2c1C	-9.1	-2.5	97.0	-16.7	-2.7	0.0	-6.5	-2.0	21.8	12.4
COc1ccccc1N1C(=O)CC(Sc2nccc(C)n2)C1=O (configuration not stated)	-7.3	-2.4	97.0	21.3	0.9	0.2	-6.0	5.3	-2.7	-10.7
CC1(C(=O)Nc2ccc3c(c2)OCCO3)CN(S(C)(=O)=O)CC(=O)N1CCc1ccccc1 (configuration not stated)	.	.	.	.	.	0.0	3.5	1.0	5.8	.
C=CCn1c(N)c(C(=O)NCc2cccnc2)sc1=S	-4.2	-1.9	101.0	10.1	1.6	-0.1	-2.7	4.8	-10.4	2.0
Cc1cc(C)c(S(=O)(=O)Nc2ncn[nH]2)c(C)c1	-1.6	-1.8	100.0	-8.8	2.8	0.0	-6.6	-5.6	-1.6	4.7
CC(C)C(=O)N1CCN(c2ccccc2NC(=S)NC(=O)c2ccco2)CC1	-1.2	2.2	93.0	-9.5	2.0	-0.3	-24.2	-0.4	7.7	6.7
Cc1ccc(S(=O)(=O)N2CCC(Oc3cccc(C(F)(F)F)c3)CC2)cc1	12.6	-2.1	98.0	-2.6	-0.2	0.3	-11.0	-14.9	-7.7	0.6
COc1cc(/C=C2/SC(=S)N(CC(=O)NNC(=O)c3ccc(F)cc3)C2=O)cc(OC)c1OC	-0.5	-0.6	90.0	0.2	-0.4	-0.2	-7.2	4.5	1.6	8.6
CC(C)(C)c1ccc(-c2noc(CCC(=O)NCc3ccco3)n2)cc1	-7.2	-1.1	94.0	-5.3	-8.2	0.8	-2.7	-9.5	0.0	0.8
O=C(CN1C(=O)c2ccccc2C1=O)c1ccc(F)cc1	3.0	-1.7	89.0	-2.9	-1.0	-0.1	3.0	-6.4	-11.4	12.5
CCOc1ccccc1/C=C(/C#N)C(N)=O	-11.8	-0.4	89.0	-4.2	3.6	0.0	-1.9	5.5	8.5	3.3
CC(C#CCN1CCCCC1)OCCOCc1ccccc1 (configuration not stated)	-3.5	-1.3	93.0	14.2	1.0	0.0	-0.9	-2.6	-0.2	4.9
CC(=O)Nc1cc2c(cc1[N+](=O)[O-])OCCO2	-8.3	-0.2	98.0	18.6	0.0	-0.3	-2.6	-5.0	-6.9	1.0
Cc1noc(C)c1COc1ccc(CC(=O)NCCc2ccccc2)cc1	-2.1	-1.8	95.0	-2.5	0.8	0.3	3.2	4.2	-5.5	2.9

An excerpt of these results, with values under each structure.
Every second line gives: TLR9-MyD88 inh | MC4R barr agon | ABCB6 inh 2 | Vif imaging | N-glyco inh | aDG glyco act | NOD2-RIPK2 inh | ABHD5-PLIN5 inh | Granule exo inh | MC4R antag cAMP
- CC1(C(=O)Nc2ccc3c(c2)OCCO3)CN(S(C)(=O)=O)CC(=O)N1CCc1ccccc1 (configuration not stated)
    . | . | . | . | . | 0.0 | 3.5 | 1.0 | 5.8 | .
- C=CCn1c(N)c(C(=O)NCc2cccnc2)sc1=S
    -4.2 | -1.9 | 101.0 | 10.1 | 1.6 | -0.1 | -2.7 | 4.8 | -10.4 | 2.0
- Cc1cc(C)c(S(=O)(=O)Nc2ncn[nH]2)c(C)c1
    -1.6 | -1.8 | 100.0 | -8.8 | 2.8 | 0.0 | -6.6 | -5.6 | -1.6 | 4.7
- CC(C)C(=O)N1CCN(c2ccccc2NC(=S)NC(=O)c2ccco2)CC1
    -1.2 | 2.2 | 93.0 | -9.5 | 2.0 | -0.3 | -24.2 | -0.4 | 7.7 | 6.7
- Cc1ccc(S(=O)(=O)N2CCC(Oc3cccc(C(F)(F)F)c3)CC2)cc1
    12.6 | -2.1 | 98.0 | -2.6 | -0.2 | 0.3 | -11.0 | -14.9 | -7.7 | 0.6
- COc1cc(/C=C2/SC(=S)N(CC(=O)NNC(=O)c3ccc(F)cc3)C2=O)cc(OC)c1OC
    -0.5 | -0.6 | 90.0 | 0.2 | -0.4 | -0.2 | -7.2 | 4.5 | 1.6 | 8.6
- CC(C)(C)c1ccc(-c2noc(CCC(=O)NCc3ccco3)n2)cc1
    -7.2 | -1.1 | 94.0 | -5.3 | -8.2 | 0.8 | -2.7 | -9.5 | 0.0 | 0.8
- O=C(CN1C(=O)c2ccccc2C1=O)c1ccc(F)cc1
    3.0 | -1.7 | 89.0 | -2.9 | -1.0 | -0.1 | 3.0 | -6.4 | -11.4 | 12.5
- CCOc1ccccc1/C=C(/C#N)C(N)=O
    -11.8 | -0.4 | 89.0 | -4.2 | 3.6 | 0.0 | -1.9 | 5.5 | 8.5 | 3.3
- CC(C#CCN1CCCCC1)OCCOCc1ccccc1 (configuration not stated)
    -3.5 | -1.3 | 93.0 | 14.2 | 1.0 | 0.0 | -0.9 | -2.6 | -0.2 | 4.9
- CC(=O)Nc1cc2c(cc1[N+](=O)[O-])OCCO2
    -8.3 | -0.2 | 98.0 | 18.6 | 0.0 | -0.3 | -2.6 | -5.0 | -6.9 | 1.0

(further entries)
Compound	TLR9-MyD88 inh	MC4R barr agon	ABCB6 inh 2	Vif imaging	N-glyco inh	aDG glyco act	NOD2-RIPK2 inh	ABHD5-PLIN5 inh	Granule exo inh	MC4R antag cAMP
CC(C)c1nc2sc3c(c2c(=O)o1)CCCC3	9.9	0.2	99.0	?	3.1	0.0	4.5	-0.9	-9.4	-5.0
O=C(c1ccc(=O)oc1)N1CCN(c2ccc(F)cc2)CC1	-4.8	-2.9	101.0	21.3	-1.2	-0.2	-2.2	0.7	3.3	8.5
COCCSc1nnc(NC(=O)Cc2cccs2)s1	-0.5	2.4	106.0	-16.3	4.2	0.3	7.7	-0.7	-2.0	11.8
O=C(CSc1nnc(Cn2c(=O)sc3ccccc32)n1-c1ccccc1)Nc1nccs1	-14.0	-1.9	102.0	-6.3	1.7	0.1	1.6	-4.0	0.3	-0.2
O=C(NC(c1ccccc1)c1cnccn1)C1CCN(CCOc2ccc(Cl)cc2Cl)CC1 (configuration not stated)	.	1.2	100.0	8.5	-0.3	0.3	-2.4	5.2	2.4	0.2
Cc1ccccc1-c1nnc(SCC(=O)NC2CCCCC2)o1	-1.9	1.8	104.0	-1.2	-0.1	-0.1	-6.9	-8.0	-0.8	7.3
c1ccc(-c2nnc(SCC3CCCCO3)nc2-c2ccccc2)cc1 (configuration not stated)	-1.5	1.5	99.0	-7.7	-11.7	-0.5	-0.6	-7.0	0.6	4.5
COc1ccccc1CNc1nc(Oc2cccc(F)c2)c2sccc2n1	.	-0.2	101.0	.	-4.1	0.7	-3.0	1.1	4.4	17.9
CCNC(=O)NC(=O)COC(=O)CCc1nc(=O)c2ccccc2n1C	-2.0	-2.0	99.0	3.4	3.2	-0.7	1.8	4.0	-0.3	3.6

Screening data from PubChem BioAssay.
